# Bioassay records deposited in PubChem BioAssay by several laboratories.
# FAS-TE inh = inhibitors of human fatty acid synthase thioesterase domain. P49327. recombinant FAS-TE, OMFH fluorogenic substrate, fluorescence endpoint. inhibition, % at 15 µM. 360,000 compounds, 0.67% hits. AID 602261;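 active = compounds whose normalised, plate-corrected inhibition of enzyme fluorescence in the single-dose primary screen is 50% or more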;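 note: 0% = DMSO with enzyme and 100% = substrate without enzyme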
# CSN deneddyl inh = CSN deneddylation inhibition. inhibition, % at 12.5 µM. Purified CSN, SCF-Nedd8-OG deneddylation, fluorescence polarization. 360,000 compounds, 0.38% hits. AID 651999;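 active = pattern-corrected inhibition above about 35%, with an unprinted fluorescence ratio check between 0.5 and 1.5, limit read from the data, passing the limit was not always enough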;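 note: 0% = enzyme with substrate and 100% = substrate without enzyme; some results filed as inactive read as strong as hits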
# Target sequence (Q92905 whole entry, looked up, one chain of several): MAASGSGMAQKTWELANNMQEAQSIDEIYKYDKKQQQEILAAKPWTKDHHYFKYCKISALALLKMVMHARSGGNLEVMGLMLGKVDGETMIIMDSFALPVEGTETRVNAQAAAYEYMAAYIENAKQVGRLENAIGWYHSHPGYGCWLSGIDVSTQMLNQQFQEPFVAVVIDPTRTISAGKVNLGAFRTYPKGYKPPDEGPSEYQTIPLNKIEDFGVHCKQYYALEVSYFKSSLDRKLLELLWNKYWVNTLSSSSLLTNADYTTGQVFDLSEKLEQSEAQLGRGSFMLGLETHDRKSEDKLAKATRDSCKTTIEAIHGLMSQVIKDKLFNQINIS
#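 Assay system: purified human Csn5 enzyme expressed in HEK293T cells; measure: % inhibition; also added: SCFSkp2-Nedd8OG substrate at 10 nM final; technique: fluorescence polarization; times: reaction 90 min, room temperature; medium: Tris buffer pH 7.5, NaCl, DTT, Tween-20, trehalose, ovalbumin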
# PABP1 MLLE inh = blocks PAM2 peptide binding to the PABP1 MLLE domain; P11940; inhibition, % at 20 µM; 360,000 compounds, 0.36% hits; GST-MLLE / FITC-PAM2 fluorescence polarization; in the data active = inhibition above about 35%, passing the limit was not always enough;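 note: plate controls were DMSO wells with GST-MLLE for no effect and wells lacking GST-MLLE protein for full effect; some results filed as inactive read as strong as hits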
# Rin1-Abl PPI inh = blocks binding of human Rin1 to Abl; TR-FRET Rin1/Abl binding, biochemical; P00519+Q13671; 360,000 compounds, 0.4% hits; AID 588664; inhibition, % at 7.35 µM; in the data active = inhibition above about 5%, passing the limit was not always enough
# Rpn11 block = Rpn11 (human) deubiquitinase inhibition; human 26S proteasome, Ub4-pepOG fluorescence polarization; 20S core pre-blocked with epoxomicin; calls only at 20 µM; 360,000 compounds, 0.59% hits; O00487;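 active = inhibition at 20 µM, scaled to each plate's controls, above about 33%, limit read from the data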
# Target sequence (O00487 whole entry, looked up): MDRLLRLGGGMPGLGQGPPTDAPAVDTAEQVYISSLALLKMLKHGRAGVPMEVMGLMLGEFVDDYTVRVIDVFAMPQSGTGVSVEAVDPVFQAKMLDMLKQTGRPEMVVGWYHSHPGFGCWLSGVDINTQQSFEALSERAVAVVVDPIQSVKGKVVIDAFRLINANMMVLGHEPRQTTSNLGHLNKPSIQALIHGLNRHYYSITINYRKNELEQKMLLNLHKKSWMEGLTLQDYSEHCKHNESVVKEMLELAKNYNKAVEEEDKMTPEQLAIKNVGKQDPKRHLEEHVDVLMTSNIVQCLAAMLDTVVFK
# Neddylation inh = cullin neddylation inhibition; calls only at 25 µM; P61081+Q13564; TR-FRET cullin neddylation, biochemical; 360,000 compounds, 0.58% hits; in the data active = inhibition above about 36%
# SKN-1 inh = inhibitors of C. elegans SKN-1 | C. elegans VP596 Pgst-4::GFP/RFP ratio, acrylamide-induced, 24 h | inhibition, % at 21.8 µM | 360,000 compounds, 0.49% hits | AID 624304;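 active = interference check ratio from 0.5 to 1.5 plus GFP to RFP signal ratio inhibition reaching or exceeding a fixed threshold, cut at about 30% in these data, passing the limit was not always enough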; note: some compounds called inactive have numbers as strong as hits
# NadD inh = blocks S. aureus nicotinate mononucleotide adenylyltransferase. purified NadD enzyme, colorimetric absorbance read-out. inhibition, % at 20 µM. 360,000 compounds, 0.78% hits. AID 602399; in the data active = inhibition above about 26%; note: some compounds past the cut are filed as inactive
# MT1-MMP act inh = blocks activation of human MT1-MMP. GFP/RFP ratio change, % at 20 µM. 360,000 compounds, 0.061% hits. AID 651647. HT1080 RFP-PRO-GFP cells, GFP/RFP ratio fluorescence, overnight; percent of plate control window, DMSO zero;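 active = GFP/RFP ratio change of at least 30% with cell ATP level not reduced by more than half and red fluorescence within 50% of control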; note: strong numbers were not always called active
#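 Test system: HT1080 RFP-PRO-GFP cells; Benchmarks: DMSO and RFP-L50D-GFP cell wells; Timing: cells overnight before dosing, compound overnight, 37 °C, 5% CO2; Compound: one 20 µM compound dose with 1% DMSO; Read-out: GFP/RFP fluorescence ratio.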
# Starred values were filed as active, the others as inactive; i = inactive; · = not tested or not shown; + = active, no number. Rows were taken by chance. Share with any hit: about 3.9%.
SMILES,FAS-TE inh,CSN deneddyl inh,PABP1 MLLE inh,Rin1-Abl PPI inh,Rpn11 block,Neddylation inh,SKN-1 inh,NadD inh,MT1-MMP act inh
O=C(Cc1ccc(NC(=O)C2CCCN(C(=O)C3CCC3)C2)cc1)Nc1ccc(C(=O)N2CCOCC2)cc1 (stereo unspecified),-10,-4,-2,1,i,i,-22,-1,4
Cc1cc(C)nc(SCC(=O)n2c3c(c4ccccc42)CCCC3)n1,5,2,-5,1,i,i,2,8,-1
COc1ccc(OC)c(NC(=O)c2cc(-c3cc(Cl)ccc3O)n[nH]2)c1,-5,-1,-10,5,i,·,-5,15,4
O=C(Nc1ncn[nH]1)c1ccc(Cl)c(Cl)c1,5,2,-13,2,i,i,-2,1,1
COc1cc(/C=C2/CCCC(C(=O)C(F)(F)F)=C2O)ccc1O,0,0,-84,-2,i,i,14,-3,1
COc1cccc(N2CCN(C(=O)c3ccc(Cl)c(NC4=NC5CS(=O)(=O)CC5S4)c3)CC2)c1 (stereo unspecified),-2,-6,-103,2,i,i,8,4,0
Oc1ccccc1CN1CCN(C(c2ccccc2)c2ccccc2)CC1,9,3,2,0,i,i,-2,-5,3
O=C(Cc1ccccc1Cl)Nc1cccnc1,-10,0,7,1,i,i,4,0,0
COc1cccc(N2CC(C(=O)Nc3nnc(SCC(=O)Nc4ccc(NC(C)=O)cc4)s3)CC2=O)c1 (stereo unspecified),-5,7,4,0,i,i,10,3,0
CCN1C(=O)/C(=C\c2ccc(-c3ccc([N+](=O)[O-])cc3OC)o2)SC1=Nc1cccc(C(=O)O)c1,16,3,16,1,i,i,9,28,-20
COc1ccc(Cc2c(-c3ccc(C#N)cc3)nc3c(Cl)cc(C(F)(F)F)cn23)c(C)c1,6,1,·,·,·,i,4,8,4
CC1CCN(CC(=O)Nc2cccc(C(=O)Nc3cccc(C(F)(F)F)c3)c2)CC1,28,-3,2,-1,i,i,44*,-7,-1
C/C(=C\c1ccccc1)C(=O)N1CCN(c2cccc(C(F)(F)F)c2)CC1,12,0,7,0,i,i,0,-2,-2
COc1ccc(/C=C/C(=O)OCC(=O)NCCC2=CCCCC2)cc1OC,8,6,-21,-4,i,i,1,1,-1
Nc1c(N(CCC2=CCCCC2)C(=O)CCCOc2ccccc2)c(=O)[nH]c(=O)n1Cc1ccccc1,-10,0,-6,1,i,i,3,1,-11
Cn1c(CC(=O)Nc2ccccc2F)nnc1SCC(=O)Nc1ccccc1Br,-6,-5,8,2,i,i,8,1,0
O=C(NNS(=O)(=O)c1ccc(Cl)cc1)c1cc(-c2ccccc2)n[nH]1,6,0,-4,0,i,i,3,1,0
O=C(NCC(=O)N1CCCCC1)c1sc2ccccc2c1Cl,-1,0,-12,-6,i,i,4,-13,0
Cc1cc([N+](=O)[O-])ccc1NC(=O)CSc1nnc(C)n1C,-8,2,2,-3,i,i,-6,-1,3
COC(=O)CCC(=O)Nc1ccc(NC(=O)CCC(=O)OC)cc1,-4,0,-3,-1,i,i,-13,-6,0
C=CCN1C(=O)c2ccc(C(=O)N(CC)CC(=O)Nc3c(F)cccc3F)cc2C1=O,-8,-7,3,-4,i,i,17,1,1
CC(CNC(=O)c1ccccc1Cl)c1ccccc1 (stereo unspecified),-2,0,-7,0,i,i,-4,-6,-2
CSCCC(NC(=O)c1ccccc1Br)C(=O)NCc1ccc(F)cc1 (stereo unspecified),1,-4,4,0,i,i,8,-2,-3
CCCn1c(N)c(N2CCCCC2)c(=O)n(CC(=O)Nc2cccc(S(=O)(=O)N(C)C)c2)c1=O,-4,2,-8,-1,i,i,-3,3,2
O=C(Nc1c(C(=O)c2ccccc2)oc2ccccc12)c1cc(-c2ccccc2O)n[nH]1,-3,0,14,-5,i,i,3,34*,4
COc1cc(CCC(=O)NCc2ccc3c(c2)OCO3)cc(OC)c1OC,-6,-1,10,2,i,i,22,-4,1
Cc1cc(C)cc(NC(=O)N2CCN(Cc3ccc4c(c3)OCO4)CC2)c1,-4,2,0,1,i,i,-9,3,2
CCOC(=O)C(=O)c1c(C)cc2ccccn12,-8,-1,2,-3,i,i,11,0,4
COc1ccc(NC(=O)CSc2nnc(-c3ccc(F)cc3)o2)cn1,-7,-2,8,1,i,i,0,-5,-1
COc1ccc(C(=O)NC(C)c2ccccc2)cc1Br (stereo unspecified),4,1,5,2,i,i,6,1,2
Cc1ccccc1N(CC(=O)NCc1ccccc1)C(=O)CCC(=O)Nc1nccs1,-2,9,2,1,i,i,-1,2,-2
CC(=O)c1c(C)n(C)c2ccc(O)cc12,0,-5,-15,-1,i,i,1,3,2
Cc1nonc1NC(=O)OCCN1CCOC1=O,-2,0,13,-3,i,i,-5,8,1
CC1Cc2ccccc2N1CC(=O)N(C)c1c(N)n(Cc2ccccc2)c(=O)[nH]c1=O (stereo unspecified),-10,-3,-37,6,i,i,13,4,-7
NC(=O)C1CCN(C(=O)CSc2ccsc2[N+](=O)[O-])CC1,-9,-5,-5,-3,i,i,7,1,-4
CC(CC(=O)N1CCN(C(=O)c2ccccc2)CC1)c1ccccc1 (stereo unspecified),-10,5,6,2,i,i,-1,-6,1
CCOC(=O)c1c(NC(=S)NC(C)=O)sc(C)c1C,-5,0,25,-6,i,i,5,-1,0
CCCNC(=O)N1CCCC(C(N)=O)C1 (stereo unspecified),-3,-11,-2,-4,i,i,-2,-3,-2
CCOCCCNC(=O)c1cc(C)nn1-c1ccccc1,-8,-1,-1,-2,i,i,-4,0,-1
CCNC(=O)CC1S/C(=N/N=C(\C)c2ccccc2)NC1=O (stereo unspecified),-11,-2,3,6,i,i,0,-1,1
COc1ccc(/C=C2\SC(N3CCc4ccccc4C3)=NC2=O)cc1OC,-3,1,15,-2,i,i,12,-3,-2
COc1ccc(S(=O)(=O)N2CCN(Cc3ccccc3OC)CC2)cc1,2,0,-5,-1,i,i,-4,-4,-4
CCOC(=O)C1=C(C)NC(C)=C(C(=O)OCC)C1C(=O)OCC(=O)NC(C)c1ccccc1 (stereo unspecified),2,-8,8,3,i,+,10,-4,1
Cc1ccc(C(=O)n2cnnc2N)cc1,-9,-6,-14,-7,i,i,0,4,-1
O=C(COC(=O)c1cc[n+]([O-])cc1)NCC12CC3CC(CC(C3)C1)C2,0,1,-27,-1,i,i,8,5,-3
COc1ccccc1C1=NOC(COC(=O)c2ccc3ccccc3n2)C1 (stereo unspecified),0,-5,3,3,i,i,10,1,-3
CC1CCN(C(=O)COC(=O)c2cc(=O)[nH]c3ccccc23)CC1,-7,3,3,0,i,i,29,-4,1
CC(C)(C)CC(C)(C)N=C1Nc2cc(Cl)c(Cl)cc2NC12C[C@H]1CCC(=O)N3CC[C@@H](C2)[C@@H]13 (stereo partly specified),27,4,5,-1,i,i,-8,15,-4
Clc1ccccc1-c1nnc2sc(-c3ccc4c(c3)OCO4)nn12,8,-1,-15,2,i,i,-6,7,2
Cc1ccc(C(=O)Nc2nnc(C3CCCCC3)s2)o1,-10,4,-6,0,i,i,7,-5,-6
OCCCn1c(C(CO)Nc2nc(-c3ccc(Cl)cc3)cs2)nc2ccccc21 (stereo unspecified),-2,6,6,3,i,i,8,9,8
COCCOc1cc(-n2ccnc2SC)c(Cl)cc1Cl,-8,1,4,0,i,i,-1,-2,3
CC1CN(C(=O)c2ccccc2Oc2ccccc2)CC(C)O1 (stereo unspecified),-9,1,18,-3,i,i,-8,0,-4
COC(C(=O)N/N=C(\C)c1ccc(O)cc1)c1ccccc1 (stereo unspecified),-5,0,-4,-3,i,i,14,-1,2
CCOC(=O)C1(Cc2ccccc2C)CCCN(C(=O)c2ccccn2)C1 (stereo unspecified),-5,5,14,5,i,i,11,-8,0
Cc1cc(C)nc(N/N=C/c2cc3c(cc2[N+](=O)[O-])OCO3)n1,-2,3,8,-2,i,i,8,0,1
CC(=O)c1cccc(CN2CCc3ccc(NC(=O)C4CCCO4)cc3C2)c1 (stereo unspecified),-6,-4,1,-2,i,i,8,3,1
C[C@H](CO)N1C[C@H](C)[C@@H](CN(C)C(=O)Nc2ccc3c(c2)OCO3)Oc2ccc(NC(=O)Nc3ccc(C(F)(F)F)cc3)cc2C1=O,13,0,-6,1,i,i,2,10,20
CC(=O)Nc1ccc(S(=O)(=O)N2CCN=C2SCc2cccnc2)cc1,-3,-4,26,-3,i,i,-6,1,-5
O=C(CC1C(=O)NCCN1Cc1ccc(-c2ccccc2)cc1)NCCOc1cccnc1 (stereo unspecified),2,2,24,-5,i,i,-3,0,-8

# Shown tab-delimited: part of the list above.
SMILES	FAS-TE inh	CSN deneddyl inh	PABP1 MLLE inh	Rin1-Abl PPI inh	Rpn11 block	Neddylation inh	SKN-1 inh	NadD inh	MT1-MMP act inh
CSCCC(NC(=O)c1ccccc1Br)C(=O)NCc1ccc(F)cc1 (stereo unspecified)	1	-4	4	0	i	i	8	-2	-3
CCCn1c(N)c(N2CCCCC2)c(=O)n(CC(=O)Nc2cccc(S(=O)(=O)N(C)C)c2)c1=O	-4	2	-8	-1	i	i	-3	3	2
O=C(Nc1c(C(=O)c2ccccc2)oc2ccccc12)c1cc(-c2ccccc2O)n[nH]1	-3	0	14	-5	i	i	3	34*	4
COc1cc(CCC(=O)NCc2ccc3c(c2)OCO3)cc(OC)c1OC	-6	-1	10	2	i	i	22	-4	1
Cc1cc(C)cc(NC(=O)N2CCN(Cc3ccc4c(c3)OCO4)CC2)c1	-4	2	0	1	i	i	-9	3	2
CCOC(=O)C(=O)c1c(C)cc2ccccn12	-8	-1	2	-3	i	i	11	0	4

# Other entries follow:
SMILES,FAS-TE inh,CSN deneddyl inh,PABP1 MLLE inh,Rin1-Abl PPI inh,Rpn11 block,Neddylation inh,SKN-1 inh,NadD inh,MT1-MMP act inh
C=CCOC(=O)C1=C[C@@H](c2ccccc2)[C@H](CCCO)[C@@H](OCC)O1,-8,-5,13,2,i,i,-3,0,-2
COc1ccc(-c2nnn(CC(=O)NCCc3ccc(OC)c(OC)c3)n2)cc1,-2,15,-10,2,i,i,4,-3,-1
CC(C)(C)Cc1nnc(NC(=O)c2ccc([N+](=O)[O-])cc2)s1,-6,-4,-5,-2,i,i,5,-2,4
O=C(N[C@H]1C/C=C\C[C@H](CC(=O)N(CCO)Cc2ccccc2)C(=O)NC[C@H](c2ccccc2)OC1=O)OCC1c2ccccc2-c2ccccc21,-5,-1,9,0,i,i,14,4,0
COc1ccc(NC(=O)N2CCCC2C(=O)Nc2ccc(C)cc2C)cc1 (stereo unspecified),-5,2,2,-2,i,i,16,3,1
O=C(Cc1ccccc1)Nc1ccccc1C(=O)Nc1ccc(C(=O)O)cc1,-2,-5,2,5,i,i,2,-2,1
COc1ccc(C2/C=C\CN(C(=O)C3CCCC3)CC(=O)N2Cc2ccc(F)cc2)cc1 (stereo unspecified),7,-3,-7,1,i,i,-4,4,2
S=c1[nH]nc(-c2ccco2)n1/N=C/c1ccc(Br)s1,-4,3,-48,0,i,i,-9,25,1
COC(CNC(=O)c1ccc2nc3ccccc3c(=O)n2c1)OC,-4,1,-7,-4,i,·,-2,2,1
Cc1ccc(-c2nc3cc(C)ccc3o2)cc1,5,0,-10,-5,i,i,11,-7,3
